# Bioassay records (PubChem)
# NCI-60 one-dose screen, 48 h, at 10 µM unless noted. Numbers give growth in % (100 = growth as untreated, 0 = no growth, -100 = all killed).
# NCI-H522: NCI-H522 lung cancer. hit rate 8% among 78,000. AID 1794739
# NCI-H226: NCI-H226 lung cancer | hit rate 3.5% among 79,000
# OVCAR-3: OVCAR-3 ovarian cancer | hit rate 7% among 79,000
# NCI-H23: NCI-H23 lung cancer; hit rate 4% among 80,000
# OVCAR-8: OVCAR-8 ovarian cancer | hit rate 4.4% among 81,000 | AID 1794782
# NCI-H322M: NCI-H322M lung cancer. hit rate 2.7% among 80,000
# NCI-H460: NCI-H460 lung cancer; hit rate 6.8% among 82,000; AID 1794736
# OVCAR-5: OVCAR-5 ovarian cancer | hit rate 2.9% among 82,000
# NCI/ADR-RES: NCI/ADR-RES ovarian cells; hit rate 4.4% among 81,000; AID 1794790
# * marks the source's active call; other numbers are inactive results; . = no result given; [ ] = another dose, or the depositor's remark. The calls were made as follows: active = growth percent below 10; inactive = the rest.
SMILES,NCI-H522,NCI-H226,OVCAR-3,NCI-H23,OVCAR-8,NCI-H322M,NCI-H460,OVCAR-5,NCI/ADR-RES
CC(C)[C@H]1CCC2=C3CC[C@]45OC(=O)[C@@]6(CCC(C)(C)C[C@H]64)CC[C@@]5(C)[C@]3(C)CC[C@@]21C,56[100 µM],68[100 µM],80[100 µM],54[100 µM],70[100 µM],95[100 µM],72[100 µM],107[100 µM],82[100 µM]
CC(NS(C)(=O)=O)c1ccccc1 (centres undefined),92,109,107,104,104,97,107,100,105
COc1cc(OC)c(/C=C2\N=C(c3ccccc3)OC2=O)c(OC)c1,.,89,123,108,95,100,102,100,109
O=C(c1ccccc1)C(Cl)c1ccccc1 (centres undefined),66,89,75,90,96,95,102,113,97
COc1cc(C2=NN(C(C)=O)C(c3cccc(Nc4ccnc5cc(C(F)(F)F)ccc45)c3)C2)cc(OC)c1OC (centres undefined),56,66,61,63,56,68,58,83,53
O=C1/C(=C/c2cc(F)cc(F)c2)Cc2c(F)ccc(Br)c21,100,80,109,94,108,96,110,99,100
CC(=O)c1ccc(NC(=O)c2ccccc2CN2C(=O)c3ccccc3C2=O)cc1,94,96,108,100,99,110,105,97,100
CC[C@H](C)[C@@H]1NC(=O)[C@@H]([C@@H](C)CC)NC(=O)CC(=O)[C@H](C)[C@H](/C=C(\C)C[C@H](C)C/C(C)=C/COCc2ccc(OC)cc2)OC1=O,85,81,99,89,99,97,97,91,89
O=C(Nc1ccc(N=Nc2ccccc2)cc1)c1cccc2ccccc12,35,78,37,81,79,78,61,93,49
COc1ccc(C2C(C#N)=C(N)Oc3c2sc2ccc(C)cc32)cc1 (centres undefined),-34*,35,.,44,56,72,15,51,24
CC(=O)c1ccc(NC(=O)CSc2nnc(-c3ccc(Cl)cc3)o2)cc1,82,99,104,85,107,97,99,97,93
N#Cc1nc(Cc2cccc3ccccc23)oc1N1CCN(C(c2ccccc2)c2ccccc2)CC1,96,.,118,96,98,109,99,101,108
Clc1ccc(-c2conc2-n2nc(-c3ccccc3)nc2-c2ccccc2)cc1,95,94,123,104,107,104,114,103,102
COc1ccc(-c2nc3sccn3c2-c2ccnc(NCCCNS(=O)(=O)c3ccc(F)cc3)n2)cc1,-1.5*,-4.7*,21,1.5*,7.0*,41,20,77,-5.6*
O=C(O)c1cc(-c2cccc(Cl)c2)nc2ccccc12,.,108,107,105,94,96,110,103,104
CCOP(=O)(OCC)O[C@H]1CC[C@]2(C)[C@H]3CC[C@@H]4[C@@H]([C@](C)(O)CCC=C(C)C)CC[C@@]4(C)[C@]3(C)CC[C@H]2C1(C)C,1.3*,21,11,15,33,74,11,44,36
O=C1CCCc2nc(Nc3ccc(S(=O)(=O)Nc4ccc([N+](=O)[O-])cc4)cc3)ncc21,88,109,99,102,106,106,103,111,105
O=C1OC(Cc2ccccc2)C(c2ccccc2)C1=O (centres undefined),.,105,108,95,97,114,108,105,98
COc1ccc(C2Nc3c(c(C(C)(C)C)nn3-c3ccccc3)C(=O)CS2)cc1OC (centres undefined),98,103,104,99,96,60,108,88,96
CCN(CC)N=Nc1ccc(S(N)(=O)=O)cc1,109,93,110,106,102,98,.,90,111
C[C@H]1O[C@@H](O[C@H]2[C@@H](O)C[C@H](O[C@H]3[C@@H](O)C[C@H](O[C@H]4CC[C@]5(C)C6C[C@@H](O)[C@]7(C)[C@@H](C8=CC(=O)OC8)CC[C@]7(O)C6CC[C@@H]5C4)O[C@@H]3C)O[C@@H]2C)C[C@H](O)[C@@H]1O (some centres undefined),-84*,-100*,-100*,-55*,-94*,-75*,-95*,-100*,-88*
O=S(=O)(NC(=S)Nc1ccccc1)c1ccc(NNc2c3ccccc3nc3ccccc23)cc1,71,65,78,84,88,97,89,103,88
CCCCCc1ccc(S(=O)(=O)Nc2ccc3nc(NC(C)=O)sc3c2)cc1,65,59,93,66,86,90,87,103,82
Cc1ccc(F)cc1NC(=S)NN,84,90,113,96,98,91,106,99,109
FC(F)(F)c1cnc2c(c1)Oc1ccccc1-c1ccnn1-2,95,78,100,99,96,89,100,99,98
Cc1nccc2c3ccc(OCc4cn(Cc5ccc(Br)cc5)nn4)cc3n(CCCc3ccccc3)c12,59,89,82,83,61,86,89,106,79
COc1ccc(C(=O)/C=C/c2cc(OC)c(OC)c(OC)c2)cc1S(=O)(=O)Nc1cccnc1,91,81,97,92,83,94,96,104,96
Nc1cc(Cl)ccc1C(=O)O,109,96,112,99,102,96,100,100,101
CC[C@H](CC[C@@H](C)[C@H]1CC[C@H]2[C@@H]3CC(=O)C4=CC(=O)/C(=C/c5ccc([N+](=O)[O-])cc5)C[C@]4(C)[C@H]3CC[C@]12C)C(C)C,97,103,.,103,100,103,106,105,106
CN(C)CCCN1c2ccccc2CCc2ccc(Cl)cc21,.,86,72,71,77,.,79,77,60
CC(=O)Nc1c(C(=O)O)ccc(C)c1OCc1ccccc1,.,117,129,110,111,126,113,110,110
COc1ccc2oc(=O)cc(-c3nccc4c3[nH]c3ccccc34)c2c1,83,76,99,91,97,104,99,114,101
CC1(C)Oc2cc3oc(=O)ccc3cc2C[C@@H]1OCCOS(=O)(=O)C(F)(F)F,95,101,107,107,103,109,105,101,105
COc1ccc(NC(=O)Nc2cccc(-c3nc(-c4ccc(NC(=O)c5cccnc5)cc4Cl)no3)c2)cc1,98,98,109,99,104,110,104,100,106
CC1(C)OC(C)(C)C(=N\O)/C1=N/N,.,107,131,119,107,118,112,111,111
CN(C)CCN(Cc1ccccc1)c1ccccc1,104,109,121,100,115,110,104,125,103
O=C(O)c1ccc2c([N+](=O)[O-])cccc2n1,.,109,110,102,115,105,106,110,105
COc1cc2c(cc1OC)C1CC(C)=C(c3ccccc3)CN1CC2 (centres undefined),77,91,101,92,95,81,89,91,94
O=S(=O)(c1ncsc1-c1ccccc1)N1CCN(c2ccccc2)CC1,94,95,.,107,104,96,102,96,100
Cn1c(C2=CC(=O)c3ccccc3C2=O)c(C2=CC(=O)c3ccccc3C2=O)c2ccccc21,103,90,110,93,101,112,103,105,99
Brc1ccc2c(c1)CN(C1CCCCC1)CO2,108,91,116,97,114,124,102,98,97
Cc1[nH]c(-c2cccc(O)c2)c2c1C(=O)CCCC2,69,93,81,77,78,87,88,95,70
CCOC(=O)c1ccc(NC(=S)NC(=O)c2ccc(OCC)cc2)cc1,106,108,122,104,115,101,115,106,108
Oc1c(Cl)cc(Cl)cc1C1Nc2ccccc2-n2cccc21 (centres undefined),62,91,103,97,88,105,74,95,87
CNc1ncnc2c1ncn2C,101,94,112,101,107,106,101,104,108
COc1ccc2c(c1)/C(=C\c1c[nH]c3ccc(OC)cc13)C(=O)N2,50,73,53,49,60,55,53,65,28
Cc1nn(-c2ccccc2)c(N2CCOCC2)c1C1CC(c2ccccc2)=NN1C=O (centres undefined),.,88,105,93,95,112,99,103,91
COC(CCP(=O)(c1ccccc1)c1ccccc1)(C(=O)c1ccccc1)c1ccccc1 (centres undefined),29,86,77,77,77,73,50,84,58
CN(Cc1ccccc1)C(=O)N/C(N)=N/c1nc2ccccc2s1,62,67,95,54,83,97,88,99,76
COC(=O)c1cccc(C(=O)OC)c1-c1c(C(=O)OC)cccc1C(=O)OC,112,110,99,104,121,95,104,79,100

# Pulled one by one from the list above (four):
SMILES,NCI-H522,NCI-H226,OVCAR-3,NCI-H23,OVCAR-8,NCI-H322M,NCI-H460,OVCAR-5,NCI/ADR-RES
CC(=O)Nc1c(C(=O)O)ccc(C)c1OCc1ccccc1,.,117,129,110,111,126,113,110,110
CC(NS(C)(=O)=O)c1ccccc1 (centres undefined),92,109,107,104,104,97,107,100,105
O=C1/C(=C/c2cc(F)cc(F)c2)Cc2c(F)ccc(Br)c21,100,80,109,94,108,96,110,99,100
Cn1c(C2=CC(=O)c3ccccc3C2=O)c(C2=CC(=O)c3ccccc3C2=O)c2ccccc21,103,90,110,93,101,112,103,105,99

# Additional results:
SMILES,NCI-H522,NCI-H226,OVCAR-3,NCI-H23,OVCAR-8,NCI-H322M,NCI-H460,OVCAR-5,NCI/ADR-RES
CSc1ccc2c3c(n(C[C@H](O)CO)c(=O)c2c1)-c1ccccc1C3=O,44,13,76,38,33,74,6.1*,62,56
CCNC1(S(=O)(=O)O)C(=O)Nc2ccccc21 (centres undefined),100,100,110,100,105,99,100,106,103
CCCCCn1ncc(-c2c(O)c(O)cc3c(O)c(-c4c(C)cc5c(-c6cnn(CCCCC)n6)c(O)c(O)cc5c4O)c(C)cc23)n1,-56*,-3.0*,8.4*,-15*,8.0*,34,-3.0*,32,2.4*
N#Cc1c(-c2ccc(Cl)cc2)nc(N2NC(=O)CC2=O)nc1N1CCOCC1,85,95,120,94,98,109,101,96,101
Cc1ccc(S(=O)(=O)NC(CCC(=O)Nc2ccc(Cl)cc2)C(=O)Nc2ccc(Cl)cc2)cc1 (centres undefined),-30*,58,8.0*,39,39,40,7.9*,68,40
CC(=O)Oc1cccc(C2OCC(C)O2)c1 (centres undefined),103,101,120,106,106,113,101,106,107
CCCNC(C)(C)COC(=O)Nc1ccccc1Cl,102,99,117,101,100,117,104,99,107
Cc1ccc(N=NC(C#N)C#N)c(C)c1,85,101,106,96,106,109,107,94,104
Clc1ccc(COc2ccc(Nc3ncnc4onc(-c5ccccc5)c34)cc2)cc1,71,.,93,87,92,83,61,93,77
Cn1cc(C(=O)c2nc(-c3c[nH]c4ccccc34)no2)c2cc(F)ccc21,2.4*,76,0.7*,65,49,62,14,68,36
COC(=O)[C@]12CC[C@@H](C)[C@H](C)[C@@H]1C1=CC[C@@H]3[C@@]4(C)C=C(O)C(O)=C(C)C4=C(O)C[C@@]3(C)[C@]1(C)CC2,32,72,57,64,57,101,85,91,60
COc1cccc(-c2nn(-c3ccccc3)cc2-c2ccnc(NCCNS(=O)(=O)c3ccc(Br)cc3)c2)c1,57,60,57,54,47,79,47,93,42
CC(=O)Nc1cc2c(c(Cl)c1Cl)-c1ccccc1C2=O,117,106,110,90,96,91,109,91,106
Cc1cc(OC(=O)c2ccc(OCc3ccccc3)cc2)nc2[nH]c(=O)sc12,92,98,109,99,103,116,102,101,106

# Grouped by structure: those above with a COOH group
SMILES,NCI-H522,NCI-H226,OVCAR-3,NCI-H23,OVCAR-8,NCI-H322M,NCI-H460,OVCAR-5,NCI/ADR-RES
O=C(O)c1cc(-c2cccc(Cl)c2)nc2ccccc12,.,108,107,105,94,96,110,103,104
Nc1cc(Cl)ccc1C(=O)O,109,96,112,99,102,96,100,100,101
CC(=O)Nc1c(C(=O)O)ccc(C)c1OCc1ccccc1,.,117,129,110,111,126,113,110,110
O=C(O)c1ccc2c([N+](=O)[O-])cccc2n1,.,109,110,102,115,105,106,110,105

# Part of the list above, with values under each structure.
# Every second line gives: NCI-H522 | NCI-H226 | OVCAR-3 | NCI-H23 | OVCAR-8 | NCI-H322M | NCI-H460 | OVCAR-5 | NCI/ADR-RES
> O=C(c1ccccc1)C(Cl)c1ccccc1 (centres undefined)
    66 | 89 | 75 | 90 | 96 | 95 | 102 | 113 | 97
> COc1cc(C2=NN(C(C)=O)C(c3cccc(Nc4ccnc5cc(C(F)(F)F)ccc45)c3)C2)cc(OC)c1OC (centres undefined)
    56 | 66 | 61 | 63 | 56 | 68 | 58 | 83 | 53
> O=C1/C(=C/c2cc(F)cc(F)c2)Cc2c(F)ccc(Br)c21
    100 | 80 | 109 | 94 | 108 | 96 | 110 | 99 | 100
> CC(=O)c1ccc(NC(=O)c2ccccc2CN2C(=O)c3ccccc3C2=O)cc1
    94 | 96 | 108 | 100 | 99 | 110 | 105 | 97 | 100
> CC[C@H](C)[C@@H]1NC(=O)[C@@H]([C@@H](C)CC)NC(=O)CC(=O)[C@H](C)[C@H](/C=C(\C)C[C@H](C)C/C(C)=C/COCc2ccc(OC)cc2)OC1=O
    85 | 81 | 99 | 89 | 99 | 97 | 97 | 91 | 89

# Random draw from the library; any-hit rate near 11%.
